# APJ antagonist: antagonists of human APJ apelin receptor | inhibition, % at 20 µM | CHO-K1 APJ beta-arrestin complementation, luminescence | 0.32% of 330,000 active | P35414;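 active means inhibition above about 40% at 20 µM, limit read from the data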;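 further: cells challenged with 10 nM apelin-13 agonist together with compound; plate controls were apelin-13 plus DMSO wells for no effect and DMSO wells lacking apelin-13 for full effect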
# Target sequence (P35414 whole entry, looked up): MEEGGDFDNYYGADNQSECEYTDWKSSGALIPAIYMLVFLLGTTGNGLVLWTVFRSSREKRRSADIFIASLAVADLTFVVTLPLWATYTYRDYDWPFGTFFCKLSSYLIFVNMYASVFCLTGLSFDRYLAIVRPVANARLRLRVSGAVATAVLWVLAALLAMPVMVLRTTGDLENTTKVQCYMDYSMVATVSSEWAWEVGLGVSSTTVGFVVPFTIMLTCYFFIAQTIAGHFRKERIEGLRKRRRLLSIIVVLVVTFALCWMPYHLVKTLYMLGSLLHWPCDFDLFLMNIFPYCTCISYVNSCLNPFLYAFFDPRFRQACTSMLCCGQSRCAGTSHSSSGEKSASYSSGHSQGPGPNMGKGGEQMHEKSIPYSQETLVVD
# Gli-Sufu block: Gli-Sufu pathway antagonism | inhibition, % at 5 µM | AID 588413 | 0.74% of 340,000 active | Sufu-KO-LIGHT fibroblasts, Gli luciferase reporter luminescence;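 active means inhibition above about 55%, limit read from the data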;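 further: 0% = DMSO-treated cells and 100% = wells with medium but no cells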
# ATG4B inh: blocks human ATG4B protease cleavage of LC3 substrate | Q9Y4P1 | ATG4B cleavage of LC3-PLA2, NBD-HPC fluorescence, 1 h | inhibition, % at 8.33 µM | 0.51% of 340,000 active | AID 504462; in the data active means inhibition above about 40%
# CXCR6 inh: CXCR6 (human) receptor inhibition | AID 602244 | CHO-K1 PathHunter CXCR6 beta-arrestin, luminescence | inhibition, % at 20 µM | O00574 | 0.36% of 360,000 active; in the data active means inhibition above about 34%, passing the limit was not always enough;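 further: antagonist mode with CXCL16 agonist at 10 nM final; 0% = 10 nM CXCL16 with DMSO and 100% = unstimulated wells without agonist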
# EBI2 antag: blocks human EBI2 receptor beta-arrestin signaling. 0.81% of 360,000 active. P32249. inhibition, % at 5 µM. EBI2 beta-arrestin recruitment, luminescence, 7a,25-OHC stimulated; in the data active means inhibition above about 38%;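 further: enzyme fragment complementation signal reports receptor beta-arrestin coupling in cells; 0% = agonist plus DMSO wells and 100% = wells without agonist; some results beyond the cut were filed as inactive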
# APJ agonist: activates the human apelin receptor APJ; 0.11% of 330,000 active; activation, % at 20 µM; CHO-K1 APJ PathHunter beta-arrestin, luminescence; 0% DMSO wells, 100% apelin; P35414;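 active means activation more than six SD over the plate average, tested at 20 µM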;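 further: 0% = DMSO alone and 100% = apelin-13 at 10 nM; some results filed as inactive read as strong as hits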
#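 Test system: CHO-K1 APJ beta-arrestin complementation cell line. Amount: cell density 1000 per well. Controls: DMSO negative, 10 nM Apelin-13 positive. Signal: luminescent beta-gal fragment complementation, chemiluminescent substrate. Read-out basis: agonist-driven arrestin binding to APJ. Timing: compound stimulation 90 min at 25 °C, detection 60 min.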
# CCR6 antag: antagonists of human CCR6 receptor | P51684 | CHO-K1 CCR6 PathHunter beta-arrestin, luminescence, CCL20-stimulated | inhibition, % at 20 µM | 0.49% of 340,000 active | AID 493098;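 active means compounds whose inhibition of the agonist-driven luminescence signal at 20 µM reaches about 50%, limit read from the data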;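 further: cells stimulated with CCL20 at 14 nM final; plate controls were DMSO with CCL20 for no effect and DMSO without agonist for full effect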
# Target sequence (P51684 whole entry, looked up): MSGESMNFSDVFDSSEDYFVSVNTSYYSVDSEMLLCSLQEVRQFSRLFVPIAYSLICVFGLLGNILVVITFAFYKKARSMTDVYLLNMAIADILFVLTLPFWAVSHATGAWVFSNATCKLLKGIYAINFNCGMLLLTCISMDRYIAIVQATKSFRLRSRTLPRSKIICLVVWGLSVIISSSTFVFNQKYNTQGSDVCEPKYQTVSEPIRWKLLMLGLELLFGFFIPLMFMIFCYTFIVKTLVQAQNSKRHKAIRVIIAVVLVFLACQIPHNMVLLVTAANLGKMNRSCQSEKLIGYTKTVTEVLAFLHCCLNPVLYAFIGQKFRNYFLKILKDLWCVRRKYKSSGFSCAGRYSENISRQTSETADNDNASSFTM
# UBC13 inh: blocks human UBC13 polyubiquitin chain formation; inhibition, % at 20 µM; P61088; 0.47% of 330,000 active; TR-FRET; in the data active means inhibition above about 45%, passing the limit was not always enough
# Target sequence (P61088 whole entry, looked up): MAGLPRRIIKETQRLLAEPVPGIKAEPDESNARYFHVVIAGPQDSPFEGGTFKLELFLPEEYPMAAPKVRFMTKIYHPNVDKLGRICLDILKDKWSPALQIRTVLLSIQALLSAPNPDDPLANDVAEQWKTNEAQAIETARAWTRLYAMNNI
# * marks the source's active call; other numbers are inactive results; nt = no result given.
# Results follow in this order: APJ antagonist	Gli-Sufu block	ATG4B inh	CXCR6 inh	EBI2 antag	APJ agonist	CCR6 antag	UBC13 inh
- Cc1ccc(-c2c(C(=O)N/N=C/C3CC=CCC3)nnn2-c2nonc2N)cc1 (configuration not stated)
 : -4	-8	1	2	2	6	-12	-10
- CCOc1cc2[nH]c(=S)n(CCCOC)c(=O)c2cc1OCC
 : -21	9	10	5	11	-2	-1	3
- CC(Sc1nc2ccccc2c(=O)n1CC1CCCO1)C(=O)N(C)Cc1ccccc1 (configuration not stated)
 : 8	8	3	8	10	-5	-2	1
- O=C(O)CCCC(=O)N1N=C(c2ccco2)CC1c1ccco1 (configuration not stated)
 : 2	-6	-1	-11	-2	2	10	-4
- S=C(Nc1ccccc1)Nc1cccc(Cl)c1Cl
 : -8	-3	5	-6	-16	-2	9	-11
- COc1cc(OC)cc(C(=O)N[C@H](C(=O)Nc2ccccc2N2CCOCC2)C(C)C)c1
 : 6	7	-20	3	5	-4	2	-2
- Cc1cc(C(=O)Nc2ccccc2C(=O)O)ccc1NC(=O)COc1cccc(C)c1C
 : 16	1	1	3	0	-1	6	-15
- Nc1cccc(C(=O)N/N=C/c2ccsc2)c1
 : -8	23	2	1	-1	-2	-17	-18
- COc1ccc(C2=NN(CCC(=O)NCc3ccc4c(c3)OCO4)C(=O)CC2)cc1
 : 7	-9	6	7	-6	-3	17	-11
- CC1CN(C(=O)c2ccc(S(=O)(=O)Nc3ccccc3Cl)cc2)CC(C)O1 (configuration not stated)
 : 6	-6	-5	-13	2	-4	2	0
- Cc1ccccc1-c1cc(C(=O)n2cccn2)c2cc(Cl)ccc2n1
 : 6	-3	4	-1	-16	2	-2	16
- COC(=O)c1c(NC(=O)c2ccccc2)sc(Cc2ccccc2)c1C
 : 18	8	-7	-3	16	-9	14	4
- Cc1ccc(-c2nnc(SCC(=O)N3CCCC3)o2)cc1C
 : 8	-46	-5	4	7	-1	17	4
- CN(C)S(=O)(=O)n1ccnc1
 : 10	1	-5	-4	-10	0	-7	1
- Cc1cc(C)n(-c2ccc(C(=O)N3CCN(S(=O)(=O)c4ccc(C(C)C)cc4)CC3)cc2)n1
 : -80	-8	-7	7	26	-4	22	-2

# (listing goes on)
# Results follow in this order: APJ antagonist	Gli-Sufu block	ATG4B inh	CXCR6 inh	EBI2 antag	APJ agonist	CCR6 antag	UBC13 inh
- Cc1c(O)ccc2cc(S(=O)(=O)c3ccccc3)c(=O)oc12
 : -22	14	16	-48	-2	6	-53	12
- COc1ccnc2c1c(=O)n(Cc1c(F)cccc1Cl)c(=O)n2C
 : 12	8	1	4	-8	0	9	9
- O=C(NCc1ccco1)C12CC3CC(C1)CC(C(=O)NCc1ccco1)(C3)C2
 : 10	-1	-3	-12	-13	-2	10	0
- COc1cccc(C(=O)CC(=O)C(=O)Nc2cccc([N+](=O)[O-])c2C)c1
 : 8	4	-7	-11	-7	-2	20	-14
- Cc1cc(C)nc(SC(C)C(=O)Nc2ccc(S(N)(=O)=O)cc2)n1 (configuration not stated)
 : 9	0	-4	-5	6	-2	0	7
- C=CCSc1nnc(-c2ccncc2)n1-c1ccc(OCC)cc1
 : 11	-13	-4	4	4	-2	-2	-5
- CN(CCC1CCOCC1)C(=O)C1CCC(=O)N(CCc2cccc(F)c2)C1 (configuration not stated)
 : 14	-3	9	3	4	-1	13	3
- CCc1ccc(CN2CC(C(=O)O)CC2=O)cc1 (configuration not stated)
 : 7	-4	-2	8	-1	-3	-2	7
- COc1ccccc1N1CCN(CCCCOc2cccc3ccccc23)CC1
 : 15	13	3	-9	9	-2	16	26
- O=C(c1ccc(N2CCN(C(=O)c3ccc(F)c(F)c3)CC2)cc1)c1cccc(F)c1
 : 6	21	3	-19	8	16	19	21
- COc1ccc(CNC(=O)[C@H](C)NC(=O)C2CCN(S(=O)(=O)c3ccc(C)cc3)CC2)cc1
 : -25	-2	-11	6	0	-2	17	-5
- Cc1cccc(NC(=O)c2ccc(-n3cncn3)c([N+](=O)[O-])c2)c1
 : -47	-19	2	0	5	11	-3	-1
- CCN(CC)CCN1C(=O)C(=O)/C(=C(/O)c2cnn(-c3ccccc3)c2C)C1c1ccc(C)o1 (configuration not stated)
 : 8	-42	-1	6	2	-3	4	5
- CC1CCN(C(=O)CSc2nnc(CNC(=O)COc3ccc(Cl)cc3)o2)CC1
 : 5	0	-14	10	16	-3	7	-6
- Cc1cccc(NC2=NCC(=O)N2Cc2ccccc2)c1
 : 20	-30	4	-4	3	-5	-7	10

# (continued)
# Results follow in this order: APJ antagonist	Gli-Sufu block	ATG4B inh	CXCR6 inh	EBI2 antag	APJ agonist	CCR6 antag	UBC13 inh
- NCCCCc1cn(CC(=O)N2CCNCC2)nn1
 : 3	-10	8	1	-4	-4	6	6
- N#CCC(=O)c1ccccc1Oc1ccc(Cl)cc1
 : -6	-7	0	-8	-11	-3	22	-14
- O=C(NN=C1CCCC1)c1[nH]c2ccc(Br)cc2c1-c1ccccc1
 : 4	-7	17	nt	nt	1	0	-10
- CCOC(=O)c1c(C)[nH]c(C)c1S(=O)(=O)NCc1ccccc1OCC
 : 6	-2	4	7	-32	-2	18	6
- O=C(NCCN1CCc2ccccc2C1)C1CC(=O)N(C2CCCC2)C1 (configuration not stated)
 : -6	3	2	5	2	-2	0	-3
- CC(C)(C)NC(=O)c1ccccc1NC(=O)C1CCCO1 (configuration not stated)
 : -2	-1	-8	2	-15	-3	-1	8
- COc1cccc(NC(=O)CCS(=O)(=O)c2cc3c(cc2Cl)NC(=O)CO3)c1
 : -17	-5	5	-8	-12	0	9	-3
- COc1ccccc1NC(=O)c1ccc[n+]([O-])c1
 : 6	1	-8	6	-9	-1	5	3
- CCSc1nnc(NC(=O)CCNS(=O)(=O)c2cc(Br)cnc2N)s1
 : 6	-5	-13	-6	1	0	-10	13
- CCCOC(=O)C[N+](C)(C)CCOC1CC2CCC1(C)C2(C)C (configuration not stated)
 : -18	42	-2	3	-9	0	6	-3
- CC(=O)Nc1ccc(S(=O)(=O)N2CCN(C(=O)c3ccccc3F)CC2)cc1
 : 11	5	-4	-6	-4	4	0	-15
- COc1cccc(CNC(=O)c2csc3c2CCCC3)c1
 : 16	-13	7	-2	4	-8	8	11
- CCN1C2=NCCCN2c2ccccc21
 : 4	-2	3	7	-7	2	-11	1
- Cc1ccc(NS(=O)(=O)c2ccc(C(=O)N3CCN(S(=O)(=O)c4ccccc4)CC3)cc2)cc1
 : -2	23	-1	-8	1	0	25	2
- COC(=O)C1=C(C(=O)OC)[C@@H]2Nc3ccccc3[C@@]23C[C@@H](C(=O)OC)N(C(=O)CC(C)C)C3=N1
 : 12	1	-6	2	2	-2	6	-7

# Other results follow.
# Keys – A = APJ antagonist; B = Gli-Sufu block; C = ATG4B inh; D = CXCR6 inh; E = EBI2 antag; F = APJ agonist; G = CCR6 antag; H = UBC13 inh
CCc1ccc(C2c3[nH]c4ccccc4c3CCN2C(=O)c2cc[n+]([O-])cc2)cc1 (configuration not stated)
  A: 18	B: 13	C: 1	D: -6	E: 5	F: 4	G: 6	H: -8

CCC(C)(C(=O)NC1CCCC1)N(C(=O)c1cnccn1)c1ccccc1 (configuration not stated)
  A: -6	B: -16	C: 2	D: 4	E: 0	F: 3	G: 0	H: -12

Cc1ccc(CNC(=O)CC(C)S(=O)(=O)c2ccc3c(c2)NC(=O)C(C)S3)cc1 (configuration not stated)
  A: 9	B: 26	C: -1	D: -6	E: -5	F: 2	G: 4	H: -2

O=C(COC(=O)C1CC(=O)N(Cc2ccccc2)C1)Nc1ccc(Cl)cc1F (configuration not stated)
  A: 5	B: -5	C: 5	D: -1	E: 3	F: 0	G: 0	H: -6

Cn1ccsc1=NC(=O)c1ccc(=O)[nH]c1
  A: 8	B: 6	C: 0	D: -5	E: 0	F: -8	G: -5	H: 1

[N-]=[N+]=NC1c2ccccc2C(=O)N1Cc1ccccc1 (configuration not stated)
  A: -31	B: -1	C: -5	D: -6	E: -10	F: 7	G: -12	H: 10

O=C(O)c1sccc1Oc1ccc(NS(=O)(=O)c2ccc(Cl)cc2)cc1
  A: 11	B: 6	C: -4	D: 1	E: 3	F: -4	G: 5	H: -5

O=C(C1CCC1)N1CCc2cc(S(=O)(=O)Nc3ccc4c(c3)OCCO4)ccc21
  A: -5	B: 49	C: -13	D: -16	E: -9	F: 2	G: 4	H: -7

Cc1cc(C)n(-c2cccc3cccnc23)n1
  A: 29	B: 0	C: -11	D: -5	E: -5	F: -1	G: -15	H: 11

Cc1cccc(-n2c(C)cc(/C=C3\C(=N)N4N=C(CC(C)C)SC4=NC3=O)c2C)c1
  A: 9	B: -4	C: 12	D: 10	E: 6	F: -3	G: -11	H: 2

C/C(=N\NC(=O)c1nn(C)cc1Br)c1ccncc1
  A: 6	B: -9	C: 3	D: -1	E: -11	F: -2	G: 11	H: -7

C/C=C/c1ccc(OCC(=O)N2CCc3cc(OC)c(OC)cc3C2)c(OC)c1
  A: 6	B: -5	C: -10	D: 1	E: 0	F: -3	G: -3	H: 6

CC(=O)c1ccc(N2CCN(C(=O)C3CCN(S(=O)(=O)c4ccc(F)cc4)CC3)CC2)cc1
  A: -8	B: 9	C: -53	D: 4	E: 1	F: -3	G: 6	H: -8

Cc1ccc(N2C(=O)CSC2c2cccnc2)cc1F (configuration not stated)
  A: 39	B: 1	C: -1	D: -3	E: -7	F: -3	G: 14	H: -4

COc1ccc(NC(=O)CN2CCC(NC(=O)C3CCCCC3)CC2)c([N+](=O)[O-])c1
  A: -1	B: 9	C: 4	D: -3	E: 3	F: -3	G: 13	H: 5

# Going on with the list.
# Keys – A = APJ antagonist; B = Gli-Sufu block; C = ATG4B inh; D = CXCR6 inh; E = EBI2 antag; F = APJ agonist; G = CCR6 antag; H = UBC13 inh
Cc1occc1C(=O)Nc1cccc(C(F)(F)F)c1
  A: 3	B: -3	C: -3	D: 3	E: -7	F: -7	G: 11	H: 5

C=CCOC(=O)Nc1snnc1C
  A: 10	B: -8	C: -8	D: 1	E: 2	F: 0	G: -3	H: -2

Nc1n[nH]c(-c2ccc(F)cc2)n1
  A: 3	B: -1	C: -11	D: 9	E: -5	F: -2	G: -5	H: -1

CCCCN(C(=O)C1CC(=O)N(c2ccc3c(c2)OCCO3)C1)c1c(N)n(CC(C)C)c(=O)[nH]c1=O (configuration not stated)
  A: -35	B: -7	C: -6	D: 4	E: 1	F: -6	G: 5	H: 4

Cc1nc(N)nc(N)c1-c1ccc(Cl)c(Cl)c1
  A: nt	B: 30	C: 1	D: -1	E: -6	F: nt	G: -1	H: nt

CC(C)Cc1cc(C(=O)Nc2cc(Br)ccc2O)no1
  A: -5	B: 9	C: 4	D: -8	E: -3	F: 4	G: 1	H: 9

# Entries listed so far with an aryl thioether with sulfur outside any ring:
# Keys – A = APJ antagonist; B = Gli-Sufu block; C = ATG4B inh; D = CXCR6 inh; E = EBI2 antag; F = APJ agonist; G = CCR6 antag; H = UBC13 inh
CC(Sc1nc2ccccc2c(=O)n1CC1CCCO1)C(=O)N(C)Cc1ccccc1 (configuration not stated)
  A: 8	B: 8	C: 3	D: 8	E: 10	F: -5	G: -2	H: 1

Cc1ccc(-c2nnc(SCC(=O)N3CCCC3)o2)cc1C
  A: 8	B: -46	C: -5	D: 4	E: 7	F: -1	G: 17	H: 4

Cc1cc(C)nc(SC(C)C(=O)Nc2ccc(S(N)(=O)=O)cc2)n1 (configuration not stated)
  A: 9	B: 0	C: -4	D: -5	E: 6	F: -2	G: 0	H: 7

C=CCSc1nnc(-c2ccncc2)n1-c1ccc(OCC)cc1
  A: 11	B: -13	C: -4	D: 4	E: 4	F: -2	G: -2	H: -5

CC1CCN(C(=O)CSc2nnc(CNC(=O)COc3ccc(Cl)cc3)o2)CC1
  A: 5	B: 0	C: -14	D: 10	E: 16	F: -3	G: 7	H: -6

CCSc1nnc(NC(=O)CCNS(=O)(=O)c2cc(Br)cnc2N)s1
  A: 6	B: -5	C: -13	D: -6	E: 1	F: 0	G: -10	H: 13

# Screening data: PubChem, Sanford-Burnham Center for Chemical Genomics

# Compounds were not picked by outcome; overall some 3% were active at least once.
